Screening data deposited in PubChem by several laboratories.
Hck Nef HTS – human Hck-Nef kinase inhibition | 220,000 compounds, 0.68% hits | Recombinant Hck-YEEI plus Nef, Z-Lyte FRET kinase assay | P08631 | inhibition, % at 20 µM;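 active = Hck-Nef kinase inhibition above about 50%, limit read from the data; inactive = inhibition below that limit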;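 note: 0% = DMSO with Hck plus Nef and 100% = Hck alone without Nef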
Tb hexokinase – blocks Trypanosoma brucei hexokinase 1 activity | recombinant TbHK1, G6PDH-coupled NADH A340 | inhibition, % at 10 µM | 220,000 compounds, 0.11% hits | AID 1430;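 active = inhibition of 50% or more in the single-dose primary screen; inactive = inhibition below 50%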
Calpain2 inh – calpain II (pig) inhibition; purified calpain II, fluorogenic peptide substrate, 30 min; inhibition, % at 16 µM; 220,000 compounds, 0.37% hits; AID 1236;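 active = inhibition above about 50%, limit read from the data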
Rad51 HR inh – Rad51 (human) homologous recombination inhibition; inhibition, % at 10 µM; AID 1385; 200,000 compounds, 0.085% hits; hRad51 DNA strand exchange, fluorescence dequenching;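 active = inhibition above 40% at the single screening dose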;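 note: 0% = DMSO control wells and 100% = blanks with heterologous ssDNA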
Target sequence (Q06609 whole entry, looked up): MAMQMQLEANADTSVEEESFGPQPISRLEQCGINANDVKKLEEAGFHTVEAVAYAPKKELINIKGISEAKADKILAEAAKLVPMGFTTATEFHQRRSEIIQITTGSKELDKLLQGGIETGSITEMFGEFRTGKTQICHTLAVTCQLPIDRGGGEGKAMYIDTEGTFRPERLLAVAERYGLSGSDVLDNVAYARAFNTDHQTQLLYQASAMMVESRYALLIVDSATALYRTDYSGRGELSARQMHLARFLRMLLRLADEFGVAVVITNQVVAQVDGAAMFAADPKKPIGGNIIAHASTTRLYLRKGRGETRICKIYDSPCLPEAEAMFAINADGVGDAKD
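Assay system: Human Rad51 nucleoprotein filaments preassembled on unlabelled ssDNA | Reagent: Donor/quencher-labelled 47-bp dsDNA substrate | Doses: One concentration, 10 µM final | Times: 37 °C 15-min filament assembly, 30-min compound preincubation, 15-min exchange | Technique: Fluorescein emission 520 nm, excitation 485 nm | Benchmarks: Plate control and blank wells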
eIF4E 4G PPI – blocks eIF4E binding to eIF4G; inhibition, % at 21.7 µM; P63073+Q04637; TR-FRET eIF4E-eIF4GI(517-606) binding, 2 h; 220,000 compounds, 0.37% hits;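 active = inhibition above about 30%, limit read from the data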;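 note: 0% = full FRET control wells and 100% = background wells lacking eIF4GI fragment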
EP2 modulator – modulators of human EP2 prostaglandin E2 receptor | P43116 | 260,000 compounds, 0.83% hits | EP2-expressing cells, cAMP HTRF FRET, PGE2 co-stimulation | induction, % at 25 µM | AID 940;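 active = compounds whose cAMP rise, as percent of the full-agonist control response, exceeds 60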;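 note: rat C6 glioma line stably carrying human EP2 under a CMV promoter; the protocol text gives 20 µM as final concentration; 100% = response of wells given 1 µM PGE2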
Target sequence (P43116 whole entry, looked up): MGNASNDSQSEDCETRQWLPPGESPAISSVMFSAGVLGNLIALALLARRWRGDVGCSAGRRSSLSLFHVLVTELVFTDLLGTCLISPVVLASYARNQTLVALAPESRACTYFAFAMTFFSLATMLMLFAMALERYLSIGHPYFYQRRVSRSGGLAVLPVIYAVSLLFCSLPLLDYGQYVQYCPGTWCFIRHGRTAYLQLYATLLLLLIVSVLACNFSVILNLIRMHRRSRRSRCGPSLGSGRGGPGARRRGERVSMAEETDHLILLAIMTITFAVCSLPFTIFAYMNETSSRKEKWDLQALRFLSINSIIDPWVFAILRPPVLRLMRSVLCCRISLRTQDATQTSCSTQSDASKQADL
14-3-3 Bad inh – disrupts binding of bovine 14-3-3 zeta to phospho-Bad peptide; P63103; TR-FRET 14-3-3zeta/Dy647-pBad peptide displacement, 1 h; inhibition, % at 21.7 µM; 220,000 compounds, 0.71% hits;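 active = inhibition above about 70%, limit read from the data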;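 note: 0% = full 14-3-3 plus peptide FRET controls and 100% = background without 14-3-3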
Target sequence (P63103 whole entry, looked up): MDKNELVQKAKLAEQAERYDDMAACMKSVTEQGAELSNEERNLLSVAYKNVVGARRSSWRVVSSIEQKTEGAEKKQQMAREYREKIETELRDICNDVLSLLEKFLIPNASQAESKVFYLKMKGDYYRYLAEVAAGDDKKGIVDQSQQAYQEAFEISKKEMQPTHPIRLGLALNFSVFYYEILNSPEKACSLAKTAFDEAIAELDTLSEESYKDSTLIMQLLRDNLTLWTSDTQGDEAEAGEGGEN
PGE2 EP2 inh – blocks the human prostaglandin E2 receptor EP2 | inhibition, % at 25 µM | C6 glioma cells expressing human EP2, cAMP TR-FRET; cells stimulated with saturating PGE2 | 260,000 compounds, 0.52% hits;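 active = percent inhibition above 40 after rounding to a whole number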;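 note: rat C6 glioma host cells with rolipram phosphodiesterase inhibitor present; the protocol text gives 20 µM as final concentration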
L929 necroptosis – L929 zVAD cell death inhibition; L929 zVAD necroptosis rescue, ATP luminescence, 24 h; with zVAD 60 µM; viability rescue, % at 10 µM; 220,000 compounds, 0.38% hits;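 active = activation, scaled between plate controls, above about 75%, limit read from the data; inactive = activation under that limit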;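 note: 0% = zVAD with DMSO and 100% = DMSO alone without zVAD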
The depositor's hits bear a star; i = inactive; . = not tested or not shown; [ ] = dose if it differs, or a comment.

SMILES	Hck Nef HTS	Tb hexokinase	Calpain2 inh	Rad51 HR inh	eIF4E 4G PPI	EP2 modulator	14-3-3 Bad inh	PGE2 EP2 inh	L929 necroptosis
COc1ccc(C2OC(=O)CC2C(=O)NC2CCCCCC2)cc1OC (stereo not given)	-2	-2	-42	-3	-2[fluorescence artefact?]	22	9[fluorescence artefact?]	5	-0.1
O=C(CCn1nnc2ccccc2c1=O)N[C@@H](Cc1c[nH]c2ccccc12)C(=O)O	10	0	-25	-15	3	13	2	11	-0.6
CCCCNC(=O)N(O)C1N(/N=C/c2cccnc2)C(=S)SC1(C)C (stereo not given)	7	-27	6	19	0	-12	-1	6	-0.2
C=CCn1c(SCC(=O)NC23CC4CC(CC(C4)C2)C3)nc(O)cc1=O	-9	-1	-14	2	2	23	-2	4	0.8
CC(Sc1nnc(N)s1)C(=O)Nc1ccc(N2CCOCC2)cc1 (stereo not given)	-19	-1	5	19	0[fluorescence artefact?]	5	-13	18	0.9
COC(=O)c1ccccc1NC(=O)Cn1cnc2cc(C)c(C)cc21	-3	-4	-39	-7	4	-1	-18	8	0.6
O=C(C[N+]1(CC#Cc2ccccc2)CCCCC1)c1ccc(Cl)cc1	20	5	-15	25	4	-29	-10	5	0.8
CC1(C)CC(N=Cc2c(O)n(Cc3ccc4c(c3)OCO4)c(=O)c3ccccc23)CC(C)(C)N1	-6	-9	-17	2	2	-34	-3	11	9.0
Nc1ccnn1Cc1ccncc1	15	-3	-7	-6	2	16	-11	10	9.5
Cc1ccc(C2=[N+]([O-])C(C)N(O)C2(C)C)o1 (stereo not given)	2	-12	11	8	-7[fluorescence artefact?]	15	3[fluorescence artefact?]	18	0.9
COc1ccc(N2C(=O)[C@@H]3[C@H](C2=O)[C@H]2c4ccccc4C=CN2[C@@H]3C(=O)Nc2ccccc2)cc1	3	-12	-62	-145	3	14	-18	2	1.9
Cc1cccnc1Sc1c([N+](=O)[O-])ncn1C	6	-6	5	2	-12	18	-4	5	-0.2
CC(=O)c1ccc(N(C(=O)c2ccco2)C(C(=O)NC2CCCC2)c2ccc(N3CCOCC3)cc2)cc1 (stereo not given)	-12	0	-31	-5	2	5	-3	5	0.8
CCN1CCN(c2c(Cl)cccc2NC(=O)c2ccc([N+](=O)[O-])cc2)CC1	1	-7	-31	13	3	27	-10	8	0.7
CC(=O)Nc1ccc(S(=O)(=O)N(C)c2ccc(OCC(=O)OCC(=O)N3CCCCC3)cc2)cc1	20	-3	-24	5	-3	-35	-8	10	3.4
Cc1ccc(-n2c(SCC(=O)NC3CCS(=O)(=O)C3)nc3ccccc3c2=O)cc1 (stereo not given)	-7	1	-24	9	4	-10	12	9	0.2
Cn1c(=O)[nH]c(=O)c2c1nc(CN1CCN(c3cccc(Cl)c3)CC1)n2CCN1CCOCC1	3	21	-21	0	0	25	-1	7	1.1
C/C(=N\NC(=O)c1ccc(CN2CCOCC2)cc1)c1ccc([N+](=O)[O-])cc1	2	-25	2	1	2	7	-26[fluorescence artefact?]	10	0.7
Cc1ccc(SC(=O)COc2ccc(C)c(C)c2)cc1	0	7	0	-3	4	-12	17	9	0.1
CCOc1ncccc1C(=O)N(C)CC(=O)Nc1ccccc1SC	4	-2	1	5	-4[fluorescence artefact?]	-3	29[fluorescence artefact?]	4	0.4
CC1(C)CC(=O)C(C=NCCc2ccc(S(N)(=O)=O)cc2)=C(O)C1	-1	-1	-5	-3	-4[fluorescence artefact?]	-6	-8[fluorescence artefact?]	8	0.7
CC1S/C(=C(\C#N)C(N)=O)N(c2ccc(F)cc2)C1=O (stereo not given)	0	-17	-20	-4	-3	13	8	8	-0.1
CSc1ccc(/C=C(\C#N)C(=O)Nc2cccc(C)c2)cc1	4	-6	-92	2	-2	15	12	4	-0.6
CC(=O)c1cc2c(cc1NC(=O)CCc1ccccc1)OCO2	3	1	-24	3	3	15	-7[fluorescence artefact?]	12	-0.2
O=C(CN1CCN(c2ccc(Cl)cc2)CC1)Nc1ccc(F)cc1	0	-1	26	-5	2	-25	-6	9	0.0
O=C(CN1CCN(CCOCCO)CC1)N1c2ccccc2Sc2ccc(Cl)cc21	2	-9	-9	0	3	16	0[fluorescence artefact?]	9	0.1
CCCCN(CC)CCCNC(=O)Cn1nc(Cc2cccnc2)c2ccccc2c1=O	4	2	8	-4	1	28	-14	3	0.5
CCc1cccc(C)c1N(C(=O)Cn1c(=O)[nH]c2ccccc21)C(C)COC (stereo not given)	-2	-7	0	12	3	11	11	11	0.3
CCc1c(C)nc(SCC(=O)N2CCN(c3ccccc3OC)CC2)[nH]c1=O	25	-5	-1	4	-4	2	-9	4	0.7
CCOC(=O)c1ccc(NC(=S)NC2CC(C)(C)NC(C)(C)C2)cc1	0	-6	-8	0	2	-35	-11	2	0.9
COc1ccc(OCC(=O)Nc2ccc(N3CCN(C(=O)c4ccccc4C)CC3)cc2)cc1	16	-1	18	11	3	-11	-20	4	1.9
COc1ccc(Cl)cc1C(=O)O/N=C(\N)c1ccc(Cl)cc1	5	2	15	.	3	9	-4	7	.
CCOc1ccc(N2CC(C(=O)NCCN3C(=O)S/C(=C\c4ccc(OC)cc4)C3=O)CC2=O)cc1 (stereo not given)	4	-8	-25	-4	1	16	0[fluorescence artefact?]	6	0.0
O=C1C2CCCN2C(c2ccccc2)N1c1cccc(Cl)c1 (stereo not given)	5	4	5	1	-3	32	-6	6	0.0
Cc1nc(SCc2ccccc2F)c2cnn(-c3ccccc3)c2n1	17	5	-30	21	0	29	-14	10	4.9
N#CC(=C1CCCC1)c1nc(-c2ccccc2)cs1	1	-1	8	2	-8	20	2	9	0.3

Some of the entries so far, bar-delimited.
molecule | Hck Nef HTS | Tb hexokinase | Calpain2 inh | Rad51 HR inh | eIF4E 4G PPI | EP2 modulator | 14-3-3 Bad inh | PGE2 EP2 inh | L929 necroptosis
Cc1ccc(SC(=O)COc2ccc(C)c(C)c2)cc1 | 0 | 7 | 0 | -3 | 4 | -12 | 17 | 9 | 0.1
CCOc1ncccc1C(=O)N(C)CC(=O)Nc1ccccc1SC | 4 | -2 | 1 | 5 | -4[fluorescence artefact?] | -3 | 29[fluorescence artefact?] | 4 | 0.4

The listing continues:
SMILES	Hck Nef HTS	Tb hexokinase	Calpain2 inh	Rad51 HR inh	eIF4E 4G PPI	EP2 modulator	14-3-3 Bad inh	PGE2 EP2 inh	L929 necroptosis
Cc1ccc(-n2ncc(C(=O)N3CCc4ccccc4C3)c2NC(=O)c2ccco2)cc1C	9	-3	-9	-5	5	18	5	5	-0.6
Cn1c(=O)c2c(ncn2CC(=O)N/N=C/C=C/c2ccco2)n(C)c1=O	12	-97	10	-1	4	-48	3	6	1.3
COc1ccccc1Nc1nc(-c2c(C)nc3ncccn23)cs1	30	-11	-7	9	-1	-20	2	14	37
CC1CC(C)CN(CC(C)(C)NS(=O)(=O)c2ccccc2)C1 (stereo not given)	1	0	22	-6	3	7	77*	4	-0.1
CCOc1ccc(CN(C)C(=O)c2cccnc2OCC)cc1OC	-10	-4	-10	2	11	26	-1	-5	1.6
CCOc1ccc(C(=O)NC(=S)Nc2ccc(NC(=O)CC)cc2)cc1[N+](=O)[O-]	-2	-9	-16	4	6	-3	21[fluorescence artefact?]	4	0.2
CC1CCCC(NC(=O)c2ccc(CNc3c(N4CCCC4)c(=O)c3=O)cc2)C1C (stereo not given)	-1	2	15	1	-3	-6	5	6	5.8
CCN1CCC(NC(=O)Nc2ccc(F)cc2F)CC1	20	0	-29	2	-1	3	-3	7	4.8
CC(C)C12CCC(C(=O)O)C(C1)C(=O)O2 (stereo not given)	0	-4	20	1	11[fluorescence artefact?]	45	6	6	-0.3
Cc1ccccc1NC(=S)NC(NC(=O)c1ccccc1C)C(Cl)(Cl)Cl (stereo not given)	0	0	4	-9	-3[fluorescence artefact?]	-26	-6[fluorescence artefact?]	9	-0.1
Cc1ccc2c(CC(=O)OC3CCOC3=O)coc2c1 (stereo not given)	5	4	5	0	-1	34	-9	10	1.5
O=C(Nc1ccc(S(=O)(=O)N2CCOCC2)cc1)c1ccc(Cl)cc1	9	0	26	9	-11	0	-4	14	-0.8

Arranged by the number under Rad51 HR inh (falling): 4 from the list above
canonical_smiles | Rad51 HR inh
CC1(C)CC(N=Cc2c(O)n(Cc3ccc4c(c3)OCO4)c(=O)c3ccccc23)CC(C)(C)N1 | 2
Cc1ccc2c(CC(=O)OC3CCOC3=O)coc2c1 (stereo not given) | 0
CC(=O)c1ccc(N(C(=O)c2ccco2)C(C(=O)NC2CCCC2)c2ccc(N3CCOCC3)cc2)cc1 (stereo not given) | -5
COc1ccc(N2C(=O)[C@@H]3[C@H](C2=O)[C@H]2c4ccccc4C=CN2[C@@H]3C(=O)Nc2ccccc2)cc1 | -145

Next entries
SMILES	Hck Nef HTS	Tb hexokinase	Calpain2 inh	Rad51 HR inh	eIF4E 4G PPI	EP2 modulator	14-3-3 Bad inh	PGE2 EP2 inh	L929 necroptosis
C=CCn1c(SCC(=O)N2N=C(c3ccco3)CC2c2ccco2)nnc1-c1ccncc1 (stereo not given)	-1	2	15	-8	7	12	-7	1	0.1
Cc1ccc(CSCCNC(=O)c2ccccc2)cc1	2	8	6	-5	-1[fluorescence artefact?]	-11	7	14	0.0
O=C(COC(=O)CCc1ccc(S(=O)(=O)N2CCOCC2)cc1)NCc1ccccc1	3	2	-31	-9	1	-4	-1	4	1.3
Cc1ccc(C(=O)/C=C/c2ccc(Br)cc2)o1	-1	-2	-1	-3	1	21	-3	3	-0.3
CC1CC(C)CN(CCCNC(=O)C2CCN(S(=O)(=O)N3CCCCC3)CC2)C1 (stereo not given)	-2	3	-4	-5	7	22	-6	8	-0.1
CC(=O)c1ccc(NC(=O)CSc2nccn2C)cc1	3	-1	-4	2	7	17	-5	6	0.8
O=C(NCc1ccco1)c1csc2c1CCCCC2	-6	3	12	-2	-1	-18	-9	6	0.7
O=C(O/N=C1\CCCCC1c1ccc([N+](=O)[O-])cc1[N+](=O)[O-])c1c(F)cccc1F (stereo not given)	2	2	63*	1	14	8	13	14	0.3
COc1ccccc1Nc1nc(NCc2ccco2)c2ccccc2n1	15	1	14	1	0	-14	-1	12	0.7
Cc1nn(-c2ccccc2)c(Cl)c1/C=N\NC(=O)c1cncc(Br)c1	4	-7	10	2	0	4	8	4	0.0
N#CCCN(Cc1cccnc1)C(=O)c1ccc(S(=O)(=O)N2CCOCC2)cc1	0	-1	22	.	4	-19	-1	11	1.1
O=C(CCN1C(=O)COc2ccccc21)NCCN1CCN(c2cccc(Cl)c2)CC1	1	-4	-3	-1	2	-5	-10	4	0.8
O=c1c2cc(N3CCOCC3)ccc2[nH]c(=S)n1Cc1ccco1	.	.	i	-2	.	-19	.	11	.
CC1(C)OCC(COC(=O)Nc2cccnc2)([N+](=O)[O-])CO1	26	-2	-11	-1	-2	13	-4	0	1.7
CCCc1cc(C(=O)N2CCN(C(c3ccccc3)c3ccccc3)CC2)no1	3	7	18	-7	-4	30	8	8	7.1
Nc1ccc(Cl)c(-c2nc3ncccc3o2)c1	6	-8	-21	-1	9	-20	9	19	2.4
Cc1ccc(NC(=S)Nc2cc(C(=O)O)ccc2N2CC3CC(C2)c2cccc(=O)n2C3)cc1C (stereo not given)	14	2	17	.	-1	10	-4	6	-1.3
O=C(N/N=C/c1ccncc1)c1ccc(NC(=O)c2ccc(Cl)cc2)cc1	58*	-3	-89	-9	-8	0	13	5	8.8
O=c1[nH]c(Cc2cccs2)nc2scc(-c3ccc(Cl)cc3)c12	-3	1	-19	17	-7	-7	3	15	-0.5
COC(=O)Cc1ccc(NC(=S)NCc2ccc(F)cc2)cc1	-1	2	-2	3	2[fluorescence artefact?]	-3	-3[fluorescence artefact?]	3	0.0

The list is partial; the hit share may differ from the screen's.
